Compound activity (PubChem)
HTRA1 inhibitor: blocks human HTRA1 serine peptidase. Q92743. recombinant HTRA1, FP-rhodamine activity-based probe, fluorescence polarization. inhibition, % at 5.96 µM. hit rate 0.5% among 340,000; in the data active = inhibition above about 36%;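 note: 0% = enzyme with DMSO and 100% = wells lacking enzyme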
Target sequence (Q92743 whole entry, looked up): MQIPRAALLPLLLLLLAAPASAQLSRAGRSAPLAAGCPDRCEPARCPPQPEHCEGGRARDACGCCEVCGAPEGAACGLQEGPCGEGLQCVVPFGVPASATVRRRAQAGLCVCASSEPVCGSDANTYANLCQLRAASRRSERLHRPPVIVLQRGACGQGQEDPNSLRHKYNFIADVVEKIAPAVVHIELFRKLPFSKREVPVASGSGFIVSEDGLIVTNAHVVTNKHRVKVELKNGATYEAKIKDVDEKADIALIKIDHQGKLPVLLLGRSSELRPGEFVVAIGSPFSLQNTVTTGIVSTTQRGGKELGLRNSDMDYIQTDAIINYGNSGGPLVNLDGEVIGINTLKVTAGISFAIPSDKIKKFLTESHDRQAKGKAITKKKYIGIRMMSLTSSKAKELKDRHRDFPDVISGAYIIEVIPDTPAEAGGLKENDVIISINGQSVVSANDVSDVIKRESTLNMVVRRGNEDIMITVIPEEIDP
Tn7 DDE FP: DD(E)-Tn7 binding inhibition, primary FP screen; FP displacement of FITC-Tn7 peptide from fibrin DD(E); 0% = median of compound wells per plate; inhibition, % at 8.3 µM; hit rate 0.13% among 370,000;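 active = inhibition above the mean of compounds falling within the control limits plus 3 SD of them, cut at about 14% in these data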;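 note: 0% = plate median of compound wells and 100% = 10 µM Aha-Tn7 peptide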
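Measure: % inhibition scaled between sample-field median and high-control FP; Test system: human fibrin DD(E); Quantity: 2 µM final DD(E) protein; Doses: one dose, 8.3 µM nominal; Schedule: compound with protein 10 min, then 3 h after probe, room temperature; Detection: fluorescence polarization; Medium: Tris buffer with calcium and detergent, pH 7.8.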
TDP2 inh: blocks human TDP2 phosphodiesterase activity; O95551; recombinant TDP2, T5PNP hydrolysis, p-nitrophenol absorbance 415 nm; inhibition, % at 12.8 µM; hit rate 0.34% among 370,000; AID 720702;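 active = inhibition above the mean of all tested compounds plus 3 SD, set per campaign, cut at about 25% in these data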;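 note: 0% = DMSO with enzyme and 100% = buffer with substrate but no TDP2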
Target sequence (O95551 whole entry, looked up): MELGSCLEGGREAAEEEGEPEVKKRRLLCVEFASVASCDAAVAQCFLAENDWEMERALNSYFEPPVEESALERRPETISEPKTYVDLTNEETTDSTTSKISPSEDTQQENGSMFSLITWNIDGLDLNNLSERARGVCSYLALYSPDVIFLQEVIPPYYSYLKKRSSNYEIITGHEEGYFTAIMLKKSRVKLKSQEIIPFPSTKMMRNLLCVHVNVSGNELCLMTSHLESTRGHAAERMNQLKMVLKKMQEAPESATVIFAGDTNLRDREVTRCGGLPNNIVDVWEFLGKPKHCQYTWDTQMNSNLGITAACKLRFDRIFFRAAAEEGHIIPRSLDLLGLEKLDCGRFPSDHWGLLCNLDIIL
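Test system: human TDP2 enzyme; Input: 120 nM TDP2 per well; Buffer or medium: Mg2+-containing Tris-HCl buffer, pH 7.5; Reagent: 5 mM T5PNP; Dosing: 12.8 µM single point, 1% DMSO; Incubation: reaction 2 h, 37 °C; Detection: p-Nitrophenol epi absorbance; Read-out: % inhibition relative to enzyme-containing and enzyme-free wells; Replicates: single well per compound.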
TCR CD3 inh: inhibitors of human TCR-CD3 interaction; AID 651800; TAMRA-labeled TCR probe fluorescence, biochemical; hit rate 0.37% among 360,000; inhibition, % at 9.4 µM; in the data active = inhibition above about 19%;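 note: recombinant mutant TCR 2C K166C tagged with TAMRA read by polarization; 0% = receptor in buffer alone and 100% = receptor with positive control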
LEDGF integ inh: blocks HIV-1 LEDGF/p75-dependent DNA integration | hit rate 0.64% among 370,000 | inhibition, % at 3.7 µM | TR-FRET IN-LEDGF/p75 DNA integration, Eu/Cy5;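 active = inhibition above the screen-wide mean plus 3 SD, cut at about 13% in these data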;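 note: signal is the Cy5 over europium emission ratio at 671 and 618 nm; 0% = plate median of compound wells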
ABHD4 inh: ABHD4 (mouse) inhibition, primary FP screen | Q8VD66 | purified mABHD4, FP-Rh probe fluorescence polarization | inhibition, % at 8.92 µM | hit rate 0.54% among 370,000;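 active = inhibition exceeding the mean over every tested compound plus 3 SD, cut at about 30% in these data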;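 note: 0% = plate median of compound wells and 100% = S159A mutant with DMSO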
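assay system = mABHD4 protein | compound dosing = single nominal dose of 8.92 µM, 0.89% DMSO final | read-out basis = percent inhibition of probe binding, normalized to plate controls | schedule = Enzyme–compound pre-incubation 45 min, then probe 60 min, both 25 °C | detection = fluorescence polarization, excitation 525 nm, emission 598 nm, BODIPY TMR filters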
PRMT1 inh: blocks human protein arginine methyltransferase 1; hit rate 1.3% among 370,000; recombinant PRMT1, activity-based probe fluorescence polarization; Q99873; AID 652257; inhibition, % at 2.79 µM;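 active = inhibition above about 21% made by adding two undisclosed values, limit read from the data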
SIAE primary: blocks human sialic acid acetylesterase | hit rate 0.69% among 370,000 | SIAE FP-Rh probe binding, fluorescence polarization | inhibition, % at 9.66 µM | Q9HAT2;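 active = inhibition above a cutoff: mean of compounds within the control limits plus 3 SD of those, cut at about 17% in these data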;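 note: 0% = plate median of compound wells and 100% = probe without SIAE protein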
PG9 binder: binds the HIV-1 gp120 antibody PG9. TR-FRET gp120-PG9 antibody binding. inhibition, % at 6.7 µM. hit rate 0.43% among 360,000. AID 624416; in the data active = inhibition above about 8.5%
UHRF1 binding: human UHRF1 methylated DNA binding inhibitors; Q96T88; UHRF1 binding to methylated oligo, TR-FRET; inhibition, % at 4.4 µM; hit rate 0.75% among 370,000; AID 687016; in the data active = inhibition above about 21%;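 note: UHRF1 SRA domain binding a hemimethylated CpG hairpin DNA probe; 0% = median of test compound wells and 100% = reference inhibitor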
Active calls of the source: *; x = no result given.

SMILES	HTRA1 inhibitor	Tn7 DDE FP	TDP2 inh	TCR CD3 inh	LEDGF integ inh	ABHD4 inh	PRMT1 inh	SIAE primary	PG9 binder	UHRF1 binding
Cc1ccc(C)c(NC(=O)CCN2CCc3ccccc3C2)c1	-2	4	-4	4	3	-4	-9	2	-1.4	-2
Cc1cc(C)c(S(=O)(=O)N2CCN(C(=O)c3cc(=O)[nH]c4ccccc34)CC2)c(C)c1	3	-2	3	-1	0	-4	-1	-2	1.0	-1
COc1ccc(C(C)(C)C)cc1NC(=O)CCN1C(=O)NC(C)(C)C1=O	2	1	-9	1	3	-7	-3	-3	-2.2	2
CC1=CCC2C(=O)N(c3ccccc3OC(=O)c3ccccc3F)C(=O)C2C1 (centres undefined)	3	5	4	0	-1	-4	0	1	-1.6	3
Cc1cccc2cc(CN(CCN3CCOCC3)C(=O)Nc3ccccc3F)c(=O)[nH]c12	1	5	0	-2	-2	1	-1	6	-1.6	2
Cc1ccc(OC(=O)c2ccc(C)c(C)c2)cn1	-11	-3	6	2	2	-6	-7	3	-2.0	0
NCCCCCC(=O)Nc1ccncc1	4	4	-6	5	1	2	2	2	-3.4	2
Cc1nccn1C[C@@H]1CCc2c(c3ccccc3n2C)C1=O	4	-2	4	-5	1	1	-3	-3	-2.3	-3
CCOC(=O)CNC(=O)CSc1nnnn1-c1ccc(C)c(C)c1	9	10	0	-4	-3	-1	0	2	1.2	1
CC(C)CC(NS(=O)(=O)c1ccc2c(c1)oc(=O)n2C)C(=O)NCc1cccnc1 (centres undefined)	1	3	5	3	0	-1	-2	1	0.0	-1
CCOc1ccc2oc(C(=O)OCC(=O)N3C(C)CCCC3C)c(C)c2c1 (centres undefined)	-15	-5	-4	-5	-5	0	0	-5	1.5	0
Cc1ccc(NC(=O)Nc2ccc(F)cc2F)c(OC(F)F)c1	5	3	3	-4	-2	3	-1	2	1.6	4
CCC1=NN(C(=O)COc2ccccc2C)C(O)(c2ccncc2)C1 (centres undefined)	0	0	-2	3	3	4	-2	5	-2.3	-1
O=C(/C=C/c1ccc(Cl)cc1)NC1CCS(=O)(=O)C1 (centres undefined)	-1	2	-13	4	-5	-3	-3	7	-0.6	-4
Nn1cc(-c2ccccc2)nc1SCC(=O)N1CCN(S(=O)(=O)c2ccc3ccccc3c2)CC1	-12	1	-4	6	-1	-5	5	-1	-1.5	-1
CC(C)NC(=O)c1ccc(COCC(F)(F)F)cc1	13	2	2	-1	-1	-11	-2	-1	-1.5	0
CS(=O)(=O)Nc1cccc(C2=NN(S(C)(=O)=O)C(c3ccc4c(c3)OCO4)C2)c1 (centres undefined)	-4	7	-5	3	-2	3	2	-1	-0.9	2
COc1ccc2nc(NC(C)=O)sc2c1	-1	-10	1	0	-1	-1	-2	13	-1.9	-3
CCCc1c(NC(=O)Nc2ccc(Cl)cc2Cl)cnn1-c1ccccc1	x	-4	0	-3	7	0	-2	-5	-2.4	0
Cc1[nH][nH]c(=O)c1[C@@H](c1ccccc1[N+](=O)[O-])C(C#N)C#N	2	-9	-2	7	0	5	10	6	2.2	-4
COc1ccc(OCC(O)Cn2c(N3CCCCC3)nc3c2c(=O)[nH]c(=O)n3C)cc1 (centres undefined)	-11	6	-16	4	-1	6	1	-2	0.3	-2
CC1CCCCC1NC(=O)NC(=O)COC(=O)c1ccc(OC(F)F)cc1 (centres undefined)	25	0	-12	2	-4	-2	0	-6	1.1	2
Cc1cccc2sc(NC(=O)CCNS(=O)(=O)c3cccs3)nc12	-31	7	2	-2	-1	-10	-2	-9	1.6	-1
Cc1ccc(C(=O)N2CCCC(Nc3ccc(F)cc3)C2)cc1C (centres undefined)	0	-2	-19	-2	-4	-5	9	4	0.8	7
COc1ccccc1N1CCN(C2CC(=O)N(c3ccc(Cl)cc3)C2=O)CC1 (centres undefined)	2	-3	-2	0	1	0	5	-6	-2.7	-4
COC(=O)c1ccc2[nH]ccc2c1	-8	-5	-4	-6	0	-1	-1	8	-3.1	-1
C[C@@]12C(=O)N(Cc3ccc(Cl)cc3)CC(=O)N1[C@H]1c3ccccc3OC[C@@H]1[C@@H]2c1ccccc1	-49	0	-7	-3	1	-14	-1	-3	-1.4	0
Nc1ccn([C@@H]2O[C@H](C(=O)N3CCN(Cc4ccccn4)CC3)[C@@H](O)[C@H]2O)c(=O)n1	x	9	7	1	-1	2	-2	0	-1.6	-3
CC(=O)NC(c1ccccc1)c1nc(-c2ccccc2C)cs1 (centres undefined)	x	-3	9	-1	-1	-1	2	2	0.0	-1
Cc1ccc(NC(=O)c2ccc(S(=O)(=O)N3CCCCC3)cc2)nc1	-5	9	-6	3	1	-10	4	-3	0.9	2
Cc1ccc2cc(CCl)c(Cl)nc2c1	-1	-3	1	-1	-2	-4	0	5	1.8	-2
COc1ccc(N2CC(C(=O)Nc3nnc(Cc4ccccc4)s3)CC2=O)cc1 (centres undefined)	-2	-3	-2	7	-2	0	5	8	0.5	1
Nc1ccn(Cc2ccccc2)n1	-6	3	4	7	2	1	0	1	0.3	-1
CCN(CC)S(=O)(=O)c1ccc(O)c(C(=O)OCC(=O)Nc2cc(C)c(C)cc2[N+](=O)[O-])c1	-17	-2	-9	1	0	6	-6	9	-1.8	0
COc1cc(/C=C2\C(=O)N(c3cccc(C(=O)O)c3)N=C2C)ccc1OCc1ccccc1	2	-12	21	5	3	10	0	12	-3.0	-5
C=C1[C@@H](OC(C)=O)CC[C@]2(C)[C@@H]1C[C@@H]1C[C@H](OC(C)=O)C(C)=C([C@@H](OC(C)=O)[C@@H]2OC(C)=O)C1(C)C	-4	-3	0	-10	1	-2	1	6	0.1	5
CCc1cccc(C)c1NC(=O)CSc1nnc(-c2cc3cc(Br)ccc3o2)n1CC	-11	-1	13	9	-1	2	2	2	1.1	0
S=C(c1cn(Cc2ccc(Br)cc2)c2ccccc12)N1CCOCC1	-23	2	5	-5	2	-12	-1	1	1.9	0
CC(C)(C)c1ccc(C(=O)OCc2c(-c3ccccc3)ncc3ccccc23)cc1	-26	1	6	1	2	-14	7	-2	0.9	4
CC(C)(C)OC(=O)N/N=C/c1cccn1-c1ccc([N+](=O)[O-])cc1	4	-3	-11	2	14*	6	-3	1	-2.2	-4

LEDGF integ inh: hit marks shown above.
Compound | HTRA1 inhibitor | Tn7 DDE FP | TDP2 inh | TCR CD3 inh | LEDGF integ inh | PRMT1 inh | SIAE primary | PG9 binder | UHRF1 binding
CC(C)(C)OC(=O)N/N=C/c1cccn1-c1ccc([N+](=O)[O-])cc1 | 4 | -3 | -11 | 2 | 14* | -3 | 1 | -2.2 | -4

Given with bars between the fields: part of the list above.
SMILES | HTRA1 inhibitor | Tn7 DDE FP | TDP2 inh | TCR CD3 inh | LEDGF integ inh | ABHD4 inh | PRMT1 inh | SIAE primary | PG9 binder | UHRF1 binding
Cc1ccc2cc(CCl)c(Cl)nc2c1 | -1 | -3 | 1 | -1 | -2 | -4 | 0 | 5 | 1.8 | -2
COc1ccc(N2CC(C(=O)Nc3nnc(Cc4ccccc4)s3)CC2=O)cc1 (centres undefined) | -2 | -3 | -2 | 7 | -2 | 0 | 5 | 8 | 0.5 | 1
Nc1ccn(Cc2ccccc2)n1 | -6 | 3 | 4 | 7 | 2 | 1 | 0 | 1 | 0.3 | -1
CCN(CC)S(=O)(=O)c1ccc(O)c(C(=O)OCC(=O)Nc2cc(C)c(C)cc2[N+](=O)[O-])c1 | -17 | -2 | -9 | 1 | 0 | 6 | -6 | 9 | -1.8 | 0
COc1cc(/C=C2\C(=O)N(c3cccc(C(=O)O)c3)N=C2C)ccc1OCc1ccccc1 | 2 | -12 | 21 | 5 | 3 | 10 | 0 | 12 | -3.0 | -5
C=C1[C@@H](OC(C)=O)CC[C@]2(C)[C@@H]1C[C@@H]1C[C@H](OC(C)=O)C(C)=C([C@@H](OC(C)=O)[C@@H]2OC(C)=O)C1(C)C | -4 | -3 | 0 | -10 | 1 | -2 | 1 | 6 | 0.1 | 5
CCc1cccc(C)c1NC(=O)CSc1nnc(-c2cc3cc(Br)ccc3o2)n1CC | -11 | -1 | 13 | 9 | -1 | 2 | 2 | 2 | 1.1 | 0
S=C(c1cn(Cc2ccc(Br)cc2)c2ccccc12)N1CCOCC1 | -23 | 2 | 5 | -5 | 2 | -12 | -1 | 1 | 1.9 | 0
CC(C)(C)c1ccc(C(=O)OCc2c(-c3ccccc3)ncc3ccccc23)cc1 | -26 | 1 | 6 | 1 | 2 | -14 | 7 | -2 | 0.9 | 4
CC(C)(C)OC(=O)N/N=C/c1cccn1-c1ccc([N+](=O)[O-])cc1 | 4 | -3 | -11 | 2 | 14* | 6 | -3 | 1 | -2.2 | -4

(cont.)
SMILES	HTRA1 inhibitor	Tn7 DDE FP	TDP2 inh	TCR CD3 inh	LEDGF integ inh	ABHD4 inh	PRMT1 inh	SIAE primary	PG9 binder	UHRF1 binding
CCOC(=O)C1CCCN(c2c(Nc3ccc(C)c(C)c3)c(=O)c2=O)C1 (centres undefined)	3	-5	-14	-2	2	0	-3	9	0.1	0
COc1ccc(C(C(=O)NC2CCCCC2)N(C(=O)Cc2c[nH]c3ccccc23)c2ccc(NC(C)=O)cc2)cc1OC (centres undefined)	-3	7	10	7	-1	-10	-2	-1	-0.3	1
Cc1ccc(-n2c3nc(=O)[nH]c(=O)c-3cc3cc([N+](=O)[O-])ccc32)cc1C	8	-3	19	-2	2	-2	6	-5	0.1	10
Cc1ccc(NC(=O)C(C)N=C2NS(=O)(=O)c3ccccc32)cc1 (centres undefined)	1	0	7	4	-3	3	-2	10	2.0	-1
COc1cc(/C=C/C(=O)O)ccc1OCc1ccc([N+](=O)[O-])cc1	-4	1	9	3	3	-2	-5	10	0.3	1
CC[C@]12c3[nH]c4ccc(OC)cc4c3CCN1C(=O)C(CC(=O)NCc1ccco1)C[C@@H]2C(=O)N1CCN(C(=O)C2CC2)CC1 (some centres undefined)	3	-12	-3	8	3	-3	0	-7	-0.8	-1
COc1ccc2oc(C(=O)OCC(=O)Nc3cc(S(=O)(=O)N4CCOCC4)ccc3OC)c(C)c2c1	-8	3	-4	-1	-2	3	1	1	3.9	-1
CC[n+]1c(C)sc2cc(C)ccc21	2	-3	-6	0	2	-4	74*	8	-1.5	0
COc1ccccc1NC(=O)c1ccccc1NC(=O)c1cc(Cl)ccc1NC(=O)c1ccco1	-34	7	0	3	-1	-24	0	-35	-0.2	-1
CN(C)c1ccc(C(=O)Nc2nc3c(s2)CCCC3)cc1	-5	8	2	-2	-2	21	3	3	0.0	1
O=C(N/N=C\c1cccc(F)c1)c1ccc(-c2ccccc2)cc1	3	-1	-2	13	2	-2	-1	3	-0.5	-3
O=C(CCn1c(=S)oc2ccccc21)NC1CCCCCCC1	12	2	-18	-9	3	-8	-9	4	-0.7	3
